Bioassay records: PubChem, Broad Institute
Casp6 inh = human caspase-6 inhibitors, primary screen, biochemical, VEID-R110 fluorescence, single point, set 2; 350,000 compounds, 0.53% hits; purified caspase-6, Z-VEID-R110 cleavage fluorescence; inhibition, % at 12.5 µM; AID 686996, 2013;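 active = mean inhibition across replicates at least about 35%, with every replicate also reaching that limit, limit read from the data; inconclusive = only one of the two criteria met; inactive = neither criterion met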;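 also: 0% = median of neutral control wells and 100% = no fluorescence left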
Target sequence (P55212 24-179 limits assumed): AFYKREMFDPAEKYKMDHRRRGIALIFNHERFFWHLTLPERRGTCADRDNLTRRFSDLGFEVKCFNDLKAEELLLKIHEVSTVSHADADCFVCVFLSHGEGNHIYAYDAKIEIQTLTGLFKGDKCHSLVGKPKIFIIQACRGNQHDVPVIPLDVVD
Target sequence (P55212 194-293 limits assumed): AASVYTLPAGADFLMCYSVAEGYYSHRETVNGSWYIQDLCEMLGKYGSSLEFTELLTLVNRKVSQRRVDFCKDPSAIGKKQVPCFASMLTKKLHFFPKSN
SIRT5 inh = SIRT5 desuccinylase inhibitors, primary screen, biochemical, fluorescence imaging, single point, set 5; NAD-dependent protein deacylase sirtuin-5, mitochondrial (Homo sapiens), Q9NXA8; Purified SirT5, succinyl-peptide AMC, trypsin-coupled fluorescence; inhibition, % at 15 µM; 330,000 compounds, 1.1% hits; AID 652115, 2013; in the data active = inhibition above about 15%; inconclusive = no clear call, values can overlap the other calls
Target sequence (Q9NXA8 whole entry, looked up): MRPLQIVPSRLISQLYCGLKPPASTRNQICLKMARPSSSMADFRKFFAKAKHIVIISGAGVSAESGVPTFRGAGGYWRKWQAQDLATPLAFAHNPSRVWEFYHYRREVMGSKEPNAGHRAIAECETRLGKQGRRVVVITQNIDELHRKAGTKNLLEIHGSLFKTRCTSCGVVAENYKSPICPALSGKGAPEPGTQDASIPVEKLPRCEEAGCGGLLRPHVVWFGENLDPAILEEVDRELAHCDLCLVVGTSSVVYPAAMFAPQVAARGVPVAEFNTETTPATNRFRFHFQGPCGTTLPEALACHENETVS
C2C12 statin = suppressors of statin myotoxicity in C2C12 myotubes, primary screen, cell-based, single point, plate reader | C2C12 myotubes + simvastatin, ATP luminescence, 48 h; scaled: DMSO 0, geranylgeraniol control 100 | 330,000 compounds, 0.78% hits | rescue of ATP level, % at 7.49 µM;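 active = mean ATP rescue above about 67%, or every replicate alone reaching that limit, limit read from the data, passing the limit was not always enough; inconclusive = no clear call, values can overlap the other calls; inactive = mean under the limit and some replicate under it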;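 also: myotubes were challenged with 10 µM simvastatin during compound exposure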
S100A4 MyoIIA = inhibitors of S100A4-myosin IIA peptide binding, primary screen, biochemical, fluorescence polarization, TAMRA-MyoIIA peptide. inhibition, % at 10.7 µM. 360,000 compounds, 0.14% hits;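 active = mean inhibition of at least 70% across replicates, with every replicate also reaching that level; inconclusive = mean inhibition reaches 70% but some replicates fall short; inactive = mean inhibition below 70%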
Target sequence (P26447 whole entry, looked up): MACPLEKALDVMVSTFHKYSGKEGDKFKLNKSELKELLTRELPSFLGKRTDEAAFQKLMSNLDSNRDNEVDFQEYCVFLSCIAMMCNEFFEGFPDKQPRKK
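incubation = readout 5 min after mixing, signal stable up to 60 min | system = S100A4 monomer protein | buffer or medium = HEPES pH 7.2 with CaCl2, KCl, NaCl, DTT, Triton | benchmarks = neutral control DMSO, positive control TFP | also added = fluorescent myosin IIA peptide, 5 nM | compound dosing = one concentration per compound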
FN deposition inh = inhibitors of fibronectin matrix deposition, primary screen, AH1F cells, Alexa488-fibronectin fluorescence, plate reader; AH1F fibroblasts, overnight; inhibition, % at 12.6 µM; 350,000 compounds, 0.086% hits; AID 743247, 2014;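 active = mean inhibition across replicates of 30% or more, regardless of how many single replicates reach that level; inconclusive = mean under 30% yet at least half of replicates reach 30%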;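 also: positive control wells lacked labelled fibronectin entirely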
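Assay system: AH1F fibroblasts assembling fluorescent fibronectin matrix; Amount: 10000 AH1F cells per well; Buffer or medium: DMEM, 2% serum; Probe or stimulus: Alexa488-fibronectin, 24 nM final in well; Doses: single compound dose, delivered by pin transfer; Incubation: 1 h adhesion, overnight exposure; Measured by: fluorescence 485/525 nm; Read-out: fibronectin deposition inhibition.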
esBAF inh = Bmi1 luciferase reporter increase in mESCs, primary screen, esBAF inhibitor project, mouse ES cells, Bmi1 luciferase knock-in, single point; 24 h; 100% = twice the neutral-well signal; reporter increase, % at 12.5 µM; 350,000 compounds, 2% hits; in the data active = activation above about 40%; inconclusive = no clear call, values can overlap the other calls;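 also: 0% = median of the plate's neutral control wells and 100% = double that signal; a rise in the Bmi1 reporter signal indicates esBAF inhibition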
LGR2 antag = inhibitors of bursicon-induced LGR2 CRE-luciferase signal, primary screen, cell-based, HEK293, CRE-luciferase reporter, bursicon stimulation; Drosophila bursicon receptor LGR2 (rickets); bursicon-stimulated, 4 h; inhibition, % at 9.99 µM; 380,000 compounds, 0.35% hits; AID 720647, 2013;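 active = drop in luminescence signal, shown as inhibition above about 50% in the replicate tests, limit read from the data, passing the limit was not always enough; inconclusive = probably only some replicates passing the limit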;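 also: agonist challenge used bursicon conditioned medium at about half maximal strength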
Active calls of the source: *; ? = inconclusive; / = no result given; & = joins results of further samples. Some of the compounds tested; count on the stated rates, not on these rows.

Structure	SIRT5 inh	esBAF inh	FN deposition inh	Casp6 inh	LGR2 antag	S100A4 MyoIIA	C2C12 statin
COc1cc(NC(=O)c2ccccc2)c(OC)cc1NC(=O)Cc1ccc(C)cc1	-5	6	-2	-3	-1	-8	-54
Cc1cccc(NC(=O)CN(C)C(C)C(=O)Nc2ccc(S(=O)(=O)N3CCCC3)cc2)c1C (configuration not stated)	-3	0	-3	3	12	-6	15
CCOc1ccc(C(=O)c2cc3ccc(O)cc3oc2=O)cc1	1	/	6	0	-1	-1	/
N=c1c2c(n(Cc3cccc(Cl)c3)c3c1CCC3)CCCC2	-4	/	/	1	15	3	/
Cc1cc(C)n(C2CC(=O)N(c3cc(Cl)cc(Cl)c3)C2=O)n1 (configuration not stated)	0	/	8	2	9	-3	/
COc1ccc(CNC(=O)COC(=O)C(CCSC)N2C(=O)c3ccccc3C2=O)cc1 (configuration not stated)	0	3	6	1	-5	-1	4
Cc1ccc(SCC(=O)Nc2ccc3c(c2)C(=O)NC3=O)cc1	-2	/	/	0	-2	4	/
Cc1cccc(C(=O)NCC(=O)OCC(=O)N(C)CC(=O)Nc2ccc(F)cc2)c1	2	-2	5	-1	4	1	13
CC(C)COc1ccc(C/C(N)=N/n2cnnc2)cc1	-1	-22	0	2	/	3	0
O=C(C[C@@H]1CC[C@H]2[C@@H](COC[C@H](O)CN2S(=O)(=O)c2ccccc2F)O1)NCc1ccccc1Cl	1	12	0	0	-5	13	-7
COc1ccc(NC(=O)N(C)C[C@@H]2Oc3ccc(NS(=O)(=O)c4ccc(Cl)cc4)cc3CC(=O)N([C@@H](C)CO)C[C@H]2C)cc1	9	-8	/	0	2	7	4
O=C(c1ccccc1NS(=O)(=O)c1ccc2c(c1)OCCO2)N1CCOCC1	-4	3	/	2	-6	-3	2
COc1cccc(CN(C)C[C@@H]2OCc3cn(nn3)CCCC(=O)N([C@@H](C)CO)C[C@H]2C)c1	/	-2	-2	/	-12	/	10
COc1ccc(-n2cc(CN3CCCC3)c(-c3cccc(F)c3)n2)cc1	-7	/	-18	0	-18	2	/
C[C@H](CO)N1C[C@H](C)[C@@H](CN(C)C)Oc2cc(C#Cc3cccc(F)c3)ccc2S1(=O)=O	3	-4	-14	0	10	-5	-7
Cc1cccc(S(=O)(=O)N2C[C@@H](O)COC[C@@H]3O[C@@H](CC(=O)N4CCN(C)CC4)CC[C@H]32)c1	6	-6	-7	-3	2	7	-9
COc1cccc(S(=O)(=O)N2CC[C@H]3[C@H](CO)Nc4ccc(Br)cc4[C@H]32)c1	/	1	17	/	16	/	2
Nc1nc(-c2ccc(Br)s2)c(Br)s1	/	12	-2	/	/	/	11
COCC(=O)Nc1c(I)c(C(=O)NCC(O)CO)c(I)c(C(=O)N(C)CC(O)CO)c1I (configuration not stated)	0	-3	2	2	-15	-1	3
COc1ccc(S(=O)(=O)N[C@H]2C=C[C@H](CC(=O)NCCc3ccncc3)O[C@@H]2CO)cc1	2	-4	-17	-8	-14	-28	0
CCOC(=O)N1CCN(Cc2nc(-c3cccs3)no2)CC1	2	25	1	0	-36	24	14
C[C@H](CO)N1C[C@H](C)[C@@H](CN(C)C(=O)NC2CCCCC2)Oc2ccc(NS(=O)(=O)c3ccccc3)cc2CC1=O	4	4	/	3	1	7	26
Cc1ccc(-c2nnc(Cc3ccc(Cl)cc3)o2)cc1	-5	?	7	7	-69	11	3
Nc1nnc(SCC(=O)Nc2ccc3c(c2)OCCO3)s1	/	9	5	/	/	/	5
Cc1noc(C)c1S(=O)(=O)Nc1ccc2c(c1)C(=O)N([C@@H](C)CO)C[C@@H](C)[C@H](CN(C)Cc1ccc3c(c1)OCO3)OCCCC[C@H](C)O2	5	-11	/	-4	6	0	/
O=C(Nc1nc2ccc(S(=O)(=O)N3CCOCC3)cc2s1)c1cccs1	-2	25	-11	1	-23	-1	-4
CN(C)C(=O)[C@@H]1[C@@H](CO)[C@@H]2Cn3c(ccc(C4=CCCC4)c3=O)[C@@H]2N1C(=O)c1ccccc1F	-8	4	/	0	-10	-3	-10
O=C(NCC[C@@H]1CC[C@H](NC(=O)c2ccccc2F)[C@@H](CO)O1)c1ccc2c(c1)OCO2	16*	-3	0	-6	10	-6	-19
C[C@H](CO)N1C[C@H](C)[C@H](CN(C)C(=O)CN(C)C)Oc2ncc(C#CC(C)(C)O)cc2C1=O	0	4	/	1	-3	-23	25
NC(=O)c1[nH]cnc1N=NN(CCO)Cc1ccccc1	3	-2	-6	0	-12	2	0
O=C(Nc1ccc(F)c(Cl)c1)c1nsc(Cl)c1Cl	-5	60*	-6	-2	/	1	-7
COc1ccc(S(=O)(=O)N2CCCCCC2)cc1NC(=O)CCc1cc(OC)c(OC)c(OC)c1	4	-9	5	0	13	1	5
CCCCSc1nnc(-c2ccc(NC(=O)CCc3ccccc3)cc2)n1C	/	-5	4	/	/	/	16
O=C(OCCCN=C1NS(=O)(=O)c2ccccc21)c1ccc(F)cc1	/	-4	-8	/	1	/	2
O=C(N/N=C/c1ccc(N2CCOCC2)cc1)c1ccccn1	-2	/	-7	1	17	-3	/
C[C@@H]1CN([C@H](C)CO)C(=O)c2cc(C3=CCCCC3)cnc2O[C@@H]1CN(C)C(=O)Nc1cccc(F)c1	5	11	-2	-2	-21	2	-7
CC1CCCN(C(=O)Cn2nnc(-c3ccc([N+](=O)[O-])cc3)n2)C1 (configuration not stated)	-2	10	9	0	1	0	-7
CC(=O)N(C)C[C@H]1Oc2cc(C#Cc3ccccc3F)ccc2S(=O)(=O)N([C@H](C)CO)C[C@H]1C	-2	4	-9	-1	-10	9	6
Cn1cc(S(=O)(=O)Nc2ccc(F)cc2F)c(=O)n(C)c1=O	-9	-4	-3	0	-4	5	8
N#Cc1cccc(-c2ccc(C3[C@@H]4CN(S(=O)(=O)c5ccc(F)cc5)C[C@H]3N4)cc2)c1 (some centres not stated)	-3&-1	/	-2&10	3&3	13&11	9&54	/
CCC(=O)Nc1ccc2c(c1)OC[C@@H](C)N(C(=O)CC1CC1)C[C@H](C)[C@H](OC)CN(C)C2=O	1	/	6	-1	4	-7	/
O=S(=O)(c1ccc(F)cc1)N1CC[C@@H]2[C@@H](CO)Nc3ccc(Br)cc3[C@@H]21	0	-4	-16	0	-10	-6	0
O=C(NCc1ccccc1F)[C@@H]1[C@@H](CO)[C@@H]2Cn3c(cccc3=O)[C@@H]2N1C(=O)CC1CC1	2	-3	/	-3	-5	-2	3
O=c1[nH]c2ccsc2c(=O)n1-c1ccc(F)cc1	/	1	-1	/	/	/	4
CCCC(=O)Nc1ccc2c(c1)C(=O)N(C)[C@@H]1CC[C@@H](CC(=O)NCc3ccccc3)O[C@@H]1CO2	-1	1	4	-3	-4	6	1
O=C(c1cccnc1)N1CC(=O)N2[C@@H](CO)[C@H](c3ccc(-c4ccc(F)cc4)cc3)[C@@H]2C1	3	/	/	2	-9	10	/
COc1ccc(CC(=O)N2CCc3ccccc3C2)cc1	-1	14	7	18	6	-2	-5
CCCNC(=O)N(C)C[C@H]1Oc2ncc(-c3ccncc3)cc2C(=O)N([C@@H](C)CO)C[C@@H]1C	6	-8	0	5	1	-1	7
CN(CC(=O)Nc1ccccc1C(F)(F)F)C(=O)C1CCN(C(=O)c2ccc(Cl)cc2)CC1	5	-5	5	-2	-12	30	1
Cc1cc(Nc2ccc(F)cc2C)n2nc(C)nc2n1	/	1	11	1	10	1	-4

Reformatted: entries from further up.
Below each compound – SIRT5 inh, esBAF inh, FN deposition inh, Casp6 inh, LGR2 antag, S100A4 MyoIIA, C2C12 statin
- O=S(=O)(c1ccc(F)cc1)N1CC[C@@H]2[C@@H](CO)Nc3ccc(Br)cc3[C@@H]21
    0, -4, -16, 0, -10, -6, 0
- O=C(NCc1ccccc1F)[C@@H]1[C@@H](CO)[C@@H]2Cn3c(cccc3=O)[C@@H]2N1C(=O)CC1CC1
    2, -3, /, -3, -5, -2, 3
- O=c1[nH]c2ccsc2c(=O)n1-c1ccc(F)cc1
    /, 1, -1, /, /, /, 4
- CCCC(=O)Nc1ccc2c(c1)C(=O)N(C)[C@@H]1CC[C@@H](CC(=O)NCc3ccccc3)O[C@@H]1CO2
    -1, 1, 4, -3, -4, 6, 1
- O=C(c1cccnc1)N1CC(=O)N2[C@@H](CO)[C@H](c3ccc(-c4ccc(F)cc4)cc3)[C@@H]2C1
    3, /, /, 2, -9, 10, /
- COc1ccc(CC(=O)N2CCc3ccccc3C2)cc1
    -1, 14, 7, 18, 6, -2, -5
- CCCNC(=O)N(C)C[C@H]1Oc2ncc(-c3ccncc3)cc2C(=O)N([C@@H](C)CO)C[C@@H]1C
    6, -8, 0, 5, 1, -1, 7
- CN(CC(=O)Nc1ccccc1C(F)(F)F)C(=O)C1CCN(C(=O)c2ccc(Cl)cc2)CC1
    5, -5, 5, -2, -12, 30, 1
- Cc1cc(Nc2ccc(F)cc2C)n2nc(C)nc2n1
    /, 1, 11, 1, 10, 1, -4

Continued.
Structure	SIRT5 inh	esBAF inh	FN deposition inh	Casp6 inh	LGR2 antag	S100A4 MyoIIA	C2C12 statin
COc1ccc(C(=O)NC2CCN(C(=S)Nc3cccc(C)c3C)CC2)cc1	4	10	/	-2	-5	-1	-6
COCCNC(=O)c1ccc(C2SCC(=O)N2Cc2ccco2)cc1 (configuration not stated)	-3	6	-4	-1	-13	3	2
CC(C)Cn1cnc2c(c1=N)C(c1ccccc1)C1=C(CC(C)(C)CC1=O)O2 (configuration not stated)	3	/	-5	6	7	-12	/
Cc1nn(Cc2c(F)c(F)c(F)c(F)c2F)c(C)c1NC(=O)c1cccc(COc2ccccc2Cl)c1	/	31	-2	/	-86	/	-6
COCC(=O)N(C)C[C@H]1Oc2ncc(C#Cc3ccc(OC)cc3)cc2C(=O)N([C@@H](C)CO)C[C@@H]1C	0	4	/	0	-4	-5	22
CC(C)CC(NC(=O)C(NC(=O)C1CCC(=O)N1C(=O)OCc1ccccc1)C(C)C)C(=O)N1CCCC1C(N)=O (configuration not stated)	-1	1	4	5	10	-2	3
Cc1ccc(S(=O)(=O)Nc2ccc3c(c2)C(=O)N([C@@H](C)CO)C[C@H](C)[C@H](CN(C)C(=O)Nc2c(C)noc2C)O3)cc1	-4	-4	-1	/	19	7	-13
Cc1ccc(C)c(OCc2cc(C(=O)N(C)Cc3nccs3)no2)c1	0	33	7	5	-16	-10	-13
